INS promoter inh: TRM-6 insulin promoter activity inhibition; TRM-6 cells (human fetal islet line), insulin promoter-eGFP reporter, imaging; reporter expression induced with tamoxifen; inhibition, % at 2 µM; 130,000 compounds, 0.9% hits;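 active = inhibition above the mean plus 3 SD, with well images judged a real hit on visual review, cut at about 60% in these data, passing the limit was not always enough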
SDO1 yeast rescue: restores growth of sdo1-depleted yeast; S. cerevisiae sdo1-depleted JHY4D growth rescue, OD600 30 h; stronger effect = higher value; pdr5 snq2 efflux-pump mutant strain; z-score at 10 µM; 140,000 compounds, 0.21% hits;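 active = z-score above 3 at both the 24 hr and the 30 hr optical density reads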;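 also: z-score against mean and SD of all compound wells on the same plate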
SDO1 yeast rescue Rescue 24 h: further read-out of SDO1 yeast rescue, marked with its call; z-score; S. cerevisiae sdo1-depleted JHY4D growth rescue, OD600; measured here: growth rescue at 24 h;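 0 is the plate mean of compound wells and units are plate SD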
Starred values were filed as active, the others as inactive; . = not tested or not shown; [ ] = dose if it differs, or a comment.

The line under a structure holds: INS promoter inh, SDO1 yeast rescue, SDO1 yeast rescue Rescue 24 h
> COc1ccc2nc(NC(=O)c3cccc(-c4cc5ccccc5oc4=O)c3)sc2c1
→ ., -0.64, 0.27
> Cc1ccc(CNC(=O)COC(=O)[C@@H]2CC(O)CN2S(=O)(=O)c2ccc3c(c2)OCCO3)cc1 (stereo not given in full)
→ -7, 0.12, -0.31
> CCCCNc1c(C(=O)OCC)c(=O)[nH]c2ccccc12
→ 11, -0.38, -0.85
> CC(C)C1=CC(=NS(=O)(=O)c2cccc([N+](=O)[O-])c2)C=C(C(C)C)C1=O
→ ., 0.46, 0.46
> COc1ccc2oc(=O)c(C(=O)NCC3CCCO3)cc2c1 (stereo not given)
→ ., -0.11, -0.94
> COc1cccc2sc(NC(=O)c3ccc(Br)s3)nc12
→ -36, -2.6, -1.3
> COc1cccc(C(=O)CSc2nnc(-c3ccco3)n2CC2CCCO2)c1 (stereo not given)
→ -13, -0.35, -0.75
> CC1=C(C(=O)OCC2CCCO2)C(c2ccncc2)C2=C(CCCC2=O)N1 (stereo not given)
→ 3, 1.1, 0.68
> O=C(CSc1nc2ccccc2[nH]1)N1CCN(c2ccccc2)CC1
→ ., 0.2, 0.63
> CCOC(=O)N1CCC(NC(=O)C2CCCN2C(=O)OCc2ccccc2)CC1 (stereo not given)
→ 46, 0.66, -0.08
> CC(C)(C)c1ccc(-c2nn(CCC#N)cc2/C=N/O)cc1
→ 0, ., .
> Cn1c(=O)n(CC(=O)Nc2ccccc2)c2ccccc21
→ ., -0.31, -0.72
> Cn1c(N)c(C(=O)COC(=O)c2cc(-c3ccco3)nc3ccccc23)c(=O)n(Cc2ccccc2)c1=O
→ -19, -0.2, 0.64
> CCOc1ccc(NC(=O)Cc2ccccc2)c([N+](=O)[O-])c1
→ ., 0.54, -0.36
> CCCC12C(=O)C(C)(C(c3ccccc3)=C1c1ccccc1)C1C(=O)N(c3ccc(C)cc3)C(=O)C12 (stereo not given)
→ -38, -0.48, -0.88
> CC(=O)N1CCc2cc(S(=O)(=O)NCCC(=O)NCCc3ccc(C)cc3)ccc21
→ ., 1.3, 1.4
> Cc1c(NC(=O)CC2NC(=O)NC2=O)c(=O)n(-c2ccccc2)n1C (stereo not given)
→ 17, ., .
> CC1C/C(=C/c2cccn2C)C(=O)/C(=C/c2cccn2C)C1 (stereo not given)
→ -92, -1.4, -1.1
> O=[N+]([O-])c1ccc(Sc2ccccc2)nc1
→ 17, -0.42, -0.71
> COc1cccc(CNC(=O)C2CCCN(c3nc4ccccc4o3)C2)c1 (stereo not given)
→ ., -1.1, -1.4
> CSc1nn(-c2ccc(C(=O)OCC(=O)NC(=O)NC(C)C)cc2)c(=S)s1
→ 33, -0.77, -1.1
> COc1ccc(C2(C(=O)NCc3ccco3)CCCC2)cc1OC
→ 3, 0.2, -0.84
> CCCCC(O)CN1CCC(c2ccccc2)CC1 (stereo not given)
→ 29, 0.26, 0.43
> CCOC(=O)c1sc(=S)n(-c2ccccc2)c1N
→ 22, 4*, 3.2*
> CCCc1nc2ccccc2c(C(=O)OCC(=O)Nc2c(C)n(C)n(-c3ccccc3)c2=O)c1CC
→ ., 0.53, 0.7
> CCOC(=O)C1=C(C)OC(N)=C(C#N)C1c1ccoc1 (stereo not given)
→ ., -0.09, -0.98
> Cc1cc(-c2ccccc2)c2nncn2n1
→ 22, 0.85, 1.3
> COc1ccccc1Oc1cc(C#N)c(C#N)cc1-n1nnc2ccccc21
→ -6, -1.6, -0.16
> CCOc1ccccc1C1CC(=O)Nc2cc(OC)c(OC)c(OC)c21 (stereo not given)
→ 8, 0.74, 0.2
> Nc1nnnn1/N=C/C=C/c1ccccc1
→ -47, -0.64, -0.33

Of the compounds above, 4 contain a furan ring, fused or not.
The line under a structure holds: INS promoter inh, SDO1 yeast rescue, SDO1 yeast rescue Rescue 24 h
> COc1cccc(C(=O)CSc2nnc(-c3ccco3)n2CC2CCCO2)c1 (stereo not given)
→ -13, -0.35, -0.75
> Cn1c(N)c(C(=O)COC(=O)c2cc(-c3ccco3)nc3ccccc23)c(=O)n(Cc2ccccc2)c1=O
→ -19, -0.2, 0.64
> COc1ccc(C2(C(=O)NCc3ccco3)CCCC2)cc1OC
→ 3, 0.2, -0.84
> CCOC(=O)C1=C(C)OC(N)=C(C#N)C1c1ccoc1 (stereo not given)
→ ., -0.09, -0.98

Whole records, looked up by structure.
CCOC(=O)c1sc(=S)n(-c2ccccc2)c1N is listed as INS promoter inh: 22; SDO1 yeast rescue: 4*; SDO1 yeast rescue Rescue 24 h: 3.2*
O=C(CSc1nc2ccccc2[nH]1)N1CCN(c2ccccc2)CC1 is listed as INS promoter inh: .; SDO1 yeast rescue: 0.2; SDO1 yeast rescue Rescue 24 h: 0.63
CCCC12C(=O)C(C)(C(c3ccccc3)=C1c1ccccc1)C1C(=O)N(c3ccc(C)cc3)C(=O)C12 (stereo not given) is listed as INS promoter inh: -38; SDO1 yeast rescue: -0.48; SDO1 yeast rescue Rescue 24 h: -0.88

Next compounds.
The line under a structure holds: INS promoter inh, SDO1 yeast rescue, SDO1 yeast rescue Rescue 24 h
> COc1ccc(-c2nnc(SCC(=O)c3ccc[nH]3)n2-c2ccccc2)cc1
→ 0, -0.65, -0.3
> Cc1ccc(CNC(=O)C2CC(=O)N(C3CCCCCCC3)C2)cc1 (stereo not given)
→ -53, 1, 1.6
> Cc1cc(C)n2nc(C(=O)N3CCOCC3)nc2n1
→ -29, 0.22, -0.52
> CCCCC[C@H](O)/C=C/[C@@H]1[C@@H](C/C=C\CCCC(=O)O)[C@H]2CO[C@@H]1C2
→ 5, 0.17, -0.49
> CC1(C)NC(=O)N(CC(O)COc2ccccc2[N+](=O)[O-])C1=O (stereo not given)
→ 46, ., .
> Cc1ccc(C(=O)N2C(=S)C(c3ccc(F)cc3)=NC23CCN(C)CC3)cc1
→ ., 0.13, -0.46
> COc1cc2[nH]c(=O)n(Cc3ccccc3Cl)c(=O)c2cc1OC
→ 50, -0.42, -0.55
> Cc1ccc(C(=O)COC(=O)CNC(=O)c2cccs2)cc1
→ 46, 1.2, 0.74
> O=C(/C=C/c1cccs1)N1CCN(Cc2ccc3c(c2)OCO3)CC1
→ -50, 0.21, 0.8
> Cc1ccc(OCC(=O)NNC(=O)CSc2nnc(-c3ccc(C)cc3)n2C)cc1
→ -73, 1.1, 1.4
> Cc1cc(C)cc(NC(=O)CCC(=O)Nc2cc(C)on2)c1
→ 71, -0.11, -0.89
> CCOC(=O)C(O)(CC(=O)Nc1cc(F)ccc1C)C(F)(F)F (stereo not given)
→ 38, 1.6, 1.2
> CCOc1ccc(/C(O)=C2\C(=O)C(=O)N(CCN(C)C)C2c2cccc(OC)c2OC)cc1Cl (stereo not given)
→ -68, -0.12, -0.15
> O=C(Nc1ccc(Cl)cc1)c1cc2nc(C3CC3)cc(C(F)(F)F)n2n1
→ 40, 0.46, 2
> CCOC(=O)/C(N=Nc1ccc(Cl)cc1)=C(/O)c1ccc([N+](=O)[O-])cc1
→ 27, -1.1, -0.31
> COc1ccc(CCN2C(=O)CS/C2=N/NC(=O)c2ccccc2F)cc1OC
→ 12, 0.23, -0.28
> Cc1ccc(N/C(N)=N/c2nc(C)cc(C)n2)cc1
→ 31, 0.2, -0.27
> COCCCNC(=O)c1ccc2c(c1)ncn2-c1ccccc1OC
→ ., -0.67, -0.62
> CCC1Oc2ccc(C)cc2N(CC(=O)N(Cc2cccnc2)Cc2cccc(F)c2)C1=O (stereo not given)
→ -56, -2.4, -2.7
> Cc1ccc(-c2nnc(Nc3ccc(CC(N)=O)cc3)c3ccccc23)cc1
→ -35, -0.3, -1.1
> CC(C)Sc1nc2c(c(=O)[nH]c(=O)n2C)n1C
→ 69, 0.82, 0.13
> COc1ccc(CNCc2cccc(Cl)c2)cc1
→ 36, 1.7, 2.2
> CCn1ccnc1C(O)c1cccc(OC)c1OC (stereo not given)
→ ., 0.27, -0.01
> CCCCN(C)CCCNC(=O)CC1Oc2ccccc2NC1=O (stereo not given)
→ ., 1, 0.5
> Cc1cc(Cl)c(S(=O)(=O)NCc2cccnc2)cc1OCC(N)=O
→ 56, 1.1, 0.25
> O=C(O)CCn1c(=O)[nH]c2ccccc2c1=O
→ ., 1.1, 1.3
> O=C(COc1ccccc1)N1CCc2ccccc2C1
→ -3, -0.11, -0.1
> COC(=O)Nc1nnc(/C=C/c2ccccc2)s1
→ 0, -0.96, -1.1
> O=C(CSc1nc2cc(Cl)ccc2s1)NC1CCCc2ccccc21 (stereo not given)
→ 41, -1.4, -1.6
> Nc1nc(N2CCN(C(=O)c3ccco3)CC2)nc2ccccc12
→ -406, 0.23, 0.79
> CC(C)C(=O)NC(NC(=S)Nc1ccc(S(N)(=O)=O)cc1)C(Cl)(Cl)Cl (stereo not given)
→ 14, 1.7, 0.11
> O=C(O)[C@H]1CCCC[C@H]1C(=O)Nc1cc([N+](=O)[O-])ccc1F
→ -44, 0.19, -0.1
> CCN(CC)CCCNC(=O)Cn1nc(-c2ccccc2)ccc1=O
→ -54, -0.13, -0.78
> O=C(CCCOc1ccccc1)Nc1nncs1
→ 46, 0.53, -0.44
> Cc1c(N(C)C(=O)c2ccccc2F)c(=O)n(-c2ccccc2)n1C
→ ., 0.62, 0.8
> COc1ccc(-c2[nH]ncc2/C=N\NS(=O)(=O)c2ccc(Cl)cc2)cc1
→ 6, 0.02, 0.58
> O=C(N/N=C/c1cccs1)c1cccc2cc[nH]c12
→ 0, -0.05[18.8 µM], -1.1
> COCCNC(=O)C(c1cccs1)N(C(=O)Cn1nnc2ccccc21)c1cccc(C)c1 (stereo not given)
→ ., -0.66, -0.47
> CCOc1cc(/C=N/N=C(/N)c2nonc2N)cc(Br)c1OCc1ccc(Cl)cc1
→ -28, -0.73, -0.11
> COc1ccc2nc(NNC(=O)COc3ccccc3)sc2c1
→ -16, ., .
> CC(NC(=O)CSc1n[nH]c(=O)n1C1CC1)C12CC3CC(CC(C3)C1)C2 (stereo not given)
→ 13, 1.3, 1.8
> CCCCCC(=O)NNC(=O)Nc1ccccc1
→ ., -0.22, -0.63
> C=CCn1c(COc2cc(C)ccc2C(C)C)nnc1SCC(=O)c1c(N)n(C)c(=O)n(C)c1=O
→ 15, -0.92, -0.11
> NC(=O)CSc1nnc(CCc2nc3ccccc3[nH]2)n1-c1ccccc1
→ -67, ., .
> CCn1c(CNC(=O)c2cccs2)nnc1SCC(=O)Nc1cc(Cl)ccc1C
→ -50, 0.43, -0.71
> CCOC(=O)C1CCN(S(=O)(=O)c2nc3nc(C)cc(C)n3n2)CC1
→ 22, 0.36, 0.6
> Brc1ccc(/C=N/Nc2ccc3ccccc3n2)cc1
→ -45, -2.4, -1.6
> O=C(CCOc1ccccc1)Nc1ccccc1[N+](=O)[O-]
→ 35, ., .
> C/C(CC(=O)NCc1ccco1)=N\NC(=O)Cc1ccc(Cl)cc1
→ ., 1.6, 1.4
> CCOC(=O)c1ccccc1NC(=O)COC(=O)C1=COCCO1
→ 50, -0.12, -0.13
> CCCCN1C(=O)C(O)(CC(=O)c2ccco2)c2cc(Br)ccc21 (stereo not given)
→ ., -0.54, -0.62
> CCC1Sc2ccccc2N(CC(=O)NC2CC2)C1=O (stereo not given)
→ -17, ., .
> CN1CCC(N(C)C(=O)CNC(=O)c2ccc(C(C)(C)C)cc2)CC1
→ -18, ., .
> CSc1ccccc1C(=O)NCCSC(C)(C)C
→ 40, 0.01, -0.36
> Cc1ccc(S(=O)(=O)N2CCN(S(=O)(=O)c3ccc(C)cc3)C2c2ccccc2)cc1
→ -50, -0.3, -1
> COc1ccc(CCNC(=O)Cc2cc(OC)c(OC)cc2[N+](=O)[O-])cc1OC
→ ., 1.2, 0.03
> Cc1c(Cl)cccc1NC(=O)Nc1ccn(C)n1
→ ., -1, -0.96
> O=C(OC1C2CCC1C1CN(CCc3ccccc3)CC12)c1ccccc1 (stereo not given)
→ 0, 1, 0.16
> CCCNC(=O)Nc1cc(OCC)c(N2CCOCC2)cc1OCC
→ ., 1.6, 1.8
> COc1ccccc1-c1csc(NC(=O)c2cc(-c3cccs3)nc3ccccc23)n1
→ -13, -0.27, 0.07

New compounds follow
mol,INS promoter inh,SDO1 yeast rescue,SDO1 yeast rescue Rescue 24 h
CNc1ccncc1S(=O)(=O)NC,23,1.2,0.88
COc1ccccc1C(=O)N1CCNC(=O)C1CC(=O)Nc1ccc(Cl)cc1 (stereo not given),-215,1.4,2
COC(=O)c1ccccc1NC(=O)CN(C)S(=O)(=O)c1cc(C)ccc1OC,-26,0.36,0.6
Cc1noc(C)c1C(=O)N1CCOCC1,-12,0.56,-0.42
Cc1ccc(Nc2nc3ccccc3[nH]2)nc1,13,1.1,0.74
CCc1nc(NCCN)c(C#N)c2c1CSC(C)(C)C2,45,-0.12,-0.06
CC(NC1CCCC1)C(=O)Nc1ccccc1-c1ccccc1 (stereo not given),-11,0.5,0.03
Cc1ccc2c(c1)C(O)(CC(=O)c1cccc(-n3cccc3)c1)C(=O)N2 (stereo not given),60,.,.
COc1cccc(CNCCc2c[nH]c3ccccc23)c1OCc1ccccc1,.,-2.1,-1.6
O=C(O)CSc1nnc(-c2cc3ccccc3o2)n1-c1ccccc1,-36,-0.09,-0.53
COc1ccc(C2N=C(c3ccccc3)NC(c3ccccc3)=N2)cc1,0,-0.28,-0.06
O=C(c1ccccc1)N1CCN(c2ncnc3c(-c4ccccc4)nsc23)CC1,-23,.,.
COc1ccc(Cc2nnc(NC(=O)c3ccccc3[N+](=O)[O-])s2)cc1,53,.,.
CN(C(=O)Cc1c[nH]c2ccccc12)C(C(=O)Nc1ccc2c(c1)OCO2)c1ccccc1 (stereo not given),20,-0.07,-0.14
C=CCNC(=S)NNc1ncnc2sc3c(c12)CC(C)(C)OC3,10,1.4,0.45

Bioassay records as filed in PubChem BioAssay.
